SR-BI HDL uptake: inhibitors of SR-BI mediated HDL lipid uptake, primary screen, ldlA[mSR-BI] cells, fluorescence, single point; ldlA[mSR-BI] CHO cells, DiI-HDL uptake fluorescence, 3 h; inhibition, % at 12.5 µM; 320,000 compounds, 0.96% hits; AID 488896, 2010;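 active = mean replicate inhibition of at least 70% and a set share of replicates each scoring 70 or more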;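 also: 0% = median of neutral control wells and 100% = median of positive control wells; values of inactives mirror those of a sister screen read the other way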
CAL PDZ FP-1: CAL PDZ peptide-binding inhibitors, primary screen, biochemical, fluorescence polarization, Cer-tagged CAL PDZ, HTS. AID 504414, 2011. purified CAL PDZ, TMR-peptide fluorescence polarization, 1 h. 330,000 compounds, 0.02% hits. inhibition, % at 20 µM;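 active = highest replicate inhibition of at least 40%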;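 also: plate controls were DMSO neutral control wells for no effect and unlabeled competitor peptide control wells for full effect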
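Control set: unlabelled peptide and DMSO controls / Material: purified CerCALP PDZ construct / Timing: 1 h incubation at room temperature before polarization reading / Doses: 20 µM, one dose / Detection: fluorescence polarization (mP)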
SR-BI DiI-HDL act: activators of SR-BI mediated DiI-HDL uptake, primary screen, ldlA[mSR-BI] CHO cells, DiI fluorescence. AID 504775, 2011. activation, % at 12.5 µM. 3 h; 100 = double the neutral-control signal. 320,000 compounds, 0.096% hits;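 active = mean replicate activation of at least 60% and every replicate at or above 60%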;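 also: 0% = median plate neutral-control signal and 100% = twice that signal; values of inactives mirror those of a sister screen read the other way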
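System: LDL receptor-deficient CHO ldlA cells overexpressing murine SR-BI | Timing: 3 h uptake period with compound, 37 °C | Medium: HEPES-buffered (25 mM, pH 7.4) F12 plus 0.5% BSA | Dosing: Single-point compound dose | Signal: Bottom-read fluorescence, 550/595 nm | Read-out: Retained DiI signal reflecting DiI-HDL uptake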
CAL PDZ FP-2: untagged CAL PDZ binding inhibitors, primary screen, biochemical, fluorescence polarization, HTS; Golgi-associated PDZ and coiled-coil motif-containing protein (Homo sapiens), Q9HD26; purified CAL PDZ, TMR-peptide fluorescence polarization, 1 h; inhibition, % at 24.9 µM; 300,000 compounds, 0.92% hits; AID 602252, 2012;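 active = mean inhibition of at least 30% with at least half of replicates also reaching 30%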;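 also: 0% = DMSO neutral control and 100% = excess unlabeled competitor peptide PRC23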
dFosB act: activators of delta FosB homodimer, primary screen, biochemical, fluorescence polarization, TAMRA-CDK5 oligo, single point | purified delta FosB; percent of positive-control signal above neutral wells | activation, % at 25 µM | 340,000 compounds, 0.99% hits;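 active = mean activation above about 17%, with every replicate also reaching it, limit read from the data, passing the limit was not always enough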;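 also: fluorescence polarization rise as delta FosB binds a TAMRA Cdk5 AP-1 oligo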
Target sequence (P13346 whole entry, looked up): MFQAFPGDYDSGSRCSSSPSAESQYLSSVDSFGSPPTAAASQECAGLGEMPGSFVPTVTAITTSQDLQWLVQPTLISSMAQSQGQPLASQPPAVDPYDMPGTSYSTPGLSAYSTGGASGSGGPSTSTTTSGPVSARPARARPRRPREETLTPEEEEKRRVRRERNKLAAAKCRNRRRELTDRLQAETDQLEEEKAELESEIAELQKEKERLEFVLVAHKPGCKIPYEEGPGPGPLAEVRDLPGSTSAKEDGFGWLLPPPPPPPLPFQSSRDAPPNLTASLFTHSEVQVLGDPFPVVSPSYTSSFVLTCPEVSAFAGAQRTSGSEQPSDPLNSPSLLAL
NSD2 inh: NSD2 histone methyltransferase inhibitors, primary screen, biochemical, AlphaScreen, single concentration, set 2; AID 743445, 2014; inhibition, % at 12.5 µM; Histone-lysine N-methyltransferase NSD2 (Homo sapiens), O96028; 310,000 compounds, 0.54% hits; NSD2 peptide methylation, 120 min; in the data active = inhibition above about 50%
MITF TRPM1 HTS: activators of MITF-driven TRPM1 promoter reporter, primary screen, cell-based, SK-MEL-5, luciferase, single point | activation, % at 12.5 µM | SK-MEL-5 TRPM1-promoter luciferase, 24 h; % of positive control, neutral wells = 0 | 300,000 compounds, 0.75% hits;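 active = mean activation of at least 80% with every replicate also reaching 80%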;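 also: 0% = neutral control wells and 100% = parthenolide positive control wells; values of inactives mirror those of a sister screen read the other way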
PvdQ inh: P. aeruginosa PvdQ acylase inhibitors, primary screen, biochemical, fluorescence, plate reader and imaging, single point; AID 488965, 2010; 340,000 compounds, 0.063% hits; inhibition, % at 10 µM; PvdQ acylase [Pseudomonas aeruginosa LESB58]; purified PvdQ acylase; in the data active = inhibition above about 30%, passing the limit was not always enough;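 also: 0% = vehicle neutral wells and 100% = reference inhibitor wells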
PfHsp90 yeast 2: growth inhibition of PfHsp90-expressing yeast, primary screen, antimalarial PfHsp90 inhibitor project, S. cerevisiae, BacTiter-Glo luminescence, single point, set 2; AID 504621, 2011; BacTiter-Glo ATP, 48 h; yeast lacking PDR1 and PDR3 efflux regulators; 310,000 compounds, 0.32% hits; inhibition, % at 9.4 µM;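 active = every replicate shows inhibition above about 80%, whatever the replicate mean, limit read from the data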;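 also: 0% = DMSO neutral controls and 100% = 20 µM radicicol positive controls; yeast relying on Plasmodium falciparum Hsp90 in place of its own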
Rtt109 Vps75: inhibitors of C. albicans Rtt109/Vps75 HAT, primary screen, biochemical, ThioGlo CoA-SH fluorescence, plate reader; AID 540336, 2011; inhibition, % at 34.9 µM; purified Rtt109/Vps75, 4 h; Histone acetyltransferase RTT109 (Candida albicans (strain SC5314 / ATCC MYA-2876)), …; 330,000 compounds, 0.16% hits;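 active = inhibition of at least 50% in every replicate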
Target sequence (Q5AAJ8 whole entry, looked up): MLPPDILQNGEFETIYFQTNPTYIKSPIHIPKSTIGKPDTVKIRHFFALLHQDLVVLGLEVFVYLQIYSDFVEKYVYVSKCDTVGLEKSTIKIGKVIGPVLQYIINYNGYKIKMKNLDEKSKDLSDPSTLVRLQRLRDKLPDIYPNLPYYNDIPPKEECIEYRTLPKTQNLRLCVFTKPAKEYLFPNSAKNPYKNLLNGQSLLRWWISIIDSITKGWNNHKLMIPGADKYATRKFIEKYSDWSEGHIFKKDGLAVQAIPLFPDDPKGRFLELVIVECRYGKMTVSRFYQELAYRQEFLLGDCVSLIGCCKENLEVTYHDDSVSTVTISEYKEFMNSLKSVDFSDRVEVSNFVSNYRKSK
Active calls of the source: *; . = no result given.

SMILES	SR-BI HDL uptake	CAL PDZ FP-1	SR-BI DiI-HDL act	CAL PDZ FP-2	dFosB act	NSD2 inh	MITF TRPM1 HTS	PvdQ inh	PfHsp90 yeast 2	Rtt109 Vps75
CCn1c(N2CCN(C(=O)/C=C/c3ccccc3)CC2)nc2ccccc21	33	-3.0	-33	-22	-4	0	-9	0	15	7
COc1cccc(C(=O)Nc2nnc(-c3ccc(Cl)cc3)o2)c1	.	-2.1	.	.	23*	.	-6	-12	74	-12
O=c1c(C(c2ccc(Cl)cc2)c2c(O)nc3n(c2=O)CCS3)c(O)nc2n1CCS2	-16	-0.2	16	-5	0	11	-5	6	-12	1
CC(=O)Nc1ccc(/C=N/NC(=O)c2cc3ccccc3nc2C)cc1	6	-1.3	-6	-5	-25	-3	-4	1	-1	-2
Cc1cc(Cl)ccc1OCC(=O)NC(=S)Nc1ccc(Cl)cn1	-12	-0.3	.	0	-3	-3	8	-9	-6	-8
O=C(Nc1c2c(nn1-c1cccc(Cl)c1)CS(=O)(=O)C2)C1CC1	6	-2.7	-6	-1	-1	1	-2	-14	-4	-2
Cc1ccc(S(=O)(=O)/N=C(/Nc2c(C)n(C)n(-c3ccccc3)c2=O)c2ccc(Cl)cc2)cc1	5	0.4	-5	4	-9	1	-12	-8	-1	6
O=S(=O)(c1cccs1)N1CN(C2CCCCC2)c2nc3ccccc3nc21	.	-2.9	.	-1	-11	2	8	6	-8	6
O=C(NNC(=O)c1ccccc1Cl)c1cc2cc(OC(F)(F)F)ccc2[nH]1	23	-1.9	-23	-3	1	2	-1	4	1	-7
Cc1ccc(C(=O)NN2C(=O)C3C4C=CC(C5CC45)C3C2=O)cc1 (stereo unspecified)	-2	-0.3	2	14	0	-9	18	-8	-1	0
COc1ccccc1NC(=O)C[n+]1ccccc1	-21	-0.1	21	0	-3	-1	-5	-15	19	-9
NC(=O)CSCc1ccc(Br)cc1	-12	-2.7	12	-1	-5	0	4	0	-4	19
CC(=O)c1c(C)nc2ccc([N+](=O)[O-])cc2c1-c1ccccc1	-8	-0.6	8	0	-12	8	.	-19	-46	3
C/C(CCc1ccc2c(c1)OCO2)=N\NC(=O)c1ccc(C)cc1C	-5	1.0	5	8	-11	-5	-1	6	-6	8
CC(=O)C1=C(O)C(=O)N(c2ccc(S(N)(=O)=O)cc2)C1c1cccc([N+](=O)[O-])c1 (stereo unspecified)	-30	-1.3	30	3	-6	-4	-16	0	2	10
O=C(c1ccc(N2CCCS2(=O)=O)cc1)N1CCN(c2ccc(F)cc2)CC1	19	-1.6	-19	9	3	-2	-4	-13	2	-2
O=C(c1cccc(OC2CCN(Cc3ccc(F)cc3Cl)CC2)c1)N1CCCC1	9	-3.0	-9	-1	-1	0	-8	-2	6	-1
CCCCCc1nnc(NC(=O)Cn2cnc3ccccc3c2=O)s1	24	-0.4	-24	-2	2	-1	-5	-4	-22	-2
C=CCOc1c(Br)cc(/C=C2/C(=O)ON=C2C)cc1OC	0	-0.2	0	1	-1	13	5	-5	-27	0
OC[C@@H]1CCCN1Cc1nc(-c2cccs2)no1	5	-0.7	-5	-6	4	-3	14	-14	5	.
CCCN=C1N(C)C[C@@H]2[C@@H]3C(=O)N(Cc4ccccc4)C(=O)[C@@H]3[C@](CC)(C(=O)OC)N12	-3	-0.6	3	3	8	.	-3	1	-13	-4
O=C(Nc1cccc2ccccc12)NC1CCCCC1	20	0.4	-20	-3	7	-2	.	-8	-17	-2
CC(=O)Nc1ccc(OCC[n+]2cccc(C(N)=O)c2)cc1	-32	-0.1	32	4	-8	-2	1	-3	16	-8
Cc1ccc(C)c(N2CCN(C(=O)CCc3nc(-c4ccccc4C)no3)CC2)c1	1	0.6	-1	-1	-8	.	-7	-12	8	-4
Cc1ccc(C)c(S(=O)(=O)N2CCN(C(C(=O)Nc3ccc(F)cc3)c3ccccc3)CC2)c1 (stereo unspecified)	-4	-1.3	4	-2	-5	-2	6	9	-14	27
SMILES	SR-BI HDL uptake	CAL PDZ FP-1	SR-BI DiI-HDL act	CAL PDZ FP-2	dFosB act	NSD2 inh	MITF TRPM1 HTS	PvdQ inh	PfHsp90 yeast 2	Rtt109 Vps75
CCOC(=O)c1c(N)sc2c1C1CCN2CC1	-24	0.7	24	0	-1	5	-8	-13	3	-3
CN(C)c1nc2ncn(Cc3ccccc3)c2c(=O)[nH]1	.	-3.0	.	-4	-2	.	10	-1	-19	-3
COc1ccc(C)cc1Nc1nc(C)nc2c1oc1ccccc12	-8	.	8	-2	-2	2	-5	-12	-39	4
Cc1ccc(NC(=O)CCNS(=O)(=O)c2ccc3[nH]c(=O)oc3c2)c(Cl)c1	-11	-1.5	11	-1	4	1	1	-12	1	-4
NC(=O)COC(=O)CNC(=O)c1ccc(Cl)cc1	-6	0.3	6	-3	-4	-4	.	-6	.	2
CN1CCCC(CC2c3ccccc3Sc3ccccc32)C1 (stereo unspecified)	-14	-1.4	14	-6	4	.	10	4	3	12
COc1cc(C(=O)NC2CC(C)(C)CC(C)(C)C2)ccc1OC1CCN(C(C)=O)CC1	-9	-0.3	9	-5	-3	-3	-7	-1	16	-12
Cc1[nH]nc(-c2ccc(OCc3cnn(-c4ccccc4)c3)cc2O)c1Oc1ccccc1F	25	-1.1	-25	-2	-1	9	-16	4	-5	0
O=C(CCOc1ccccc1)NCc1ccccc1	-8	0.1	8	1	1	.	-2	-15	-20	-4
O=S1(=O)C[C@H]2NC(=S)N(c3ccccc3)[C@H]2C1	3	-2.1	-3	1	4	47	-2	-13	-2	-4
COCCNC(=O)c1onc(CSc2ccncc2)c1C(=O)NCCOC	-14	0.2	14	0	-2	.	-8	-14	.	0
COC(=O)c1c(NS(=O)(=O)c2ccc(C)cc2)sc2c1CCC(C)C2 (stereo unspecified)	-26	1.4	26	-4	3	.	2	-5	-20	6
O=[N+]([O-])c1ccc(/C=N/Nc2ccnc3cc(Cl)ccc23)o1	29	0.1	-29	-4	-5	11	-60	12	-16	6
Cc1ccc(NC(=O)CN2C(=O)C3CC=C(Cl)CC3C2=O)cc1 (stereo unspecified)	-2	-2.3	2	7	4	3	-5	-1	-3	3
Cc1ccc(NC(=S)N2CCN(c3ccccn3)CC2)c(C)c1	-3	-3.0	3	-3	5	4	5	15	-4	-6
COc1ccc(C(=O)NCCN=C2NS(=O)(=O)c3ccccc32)cc1	-15	-5.1	15	-4	-4	-4	19	-5	3	-7
COc1cccc(CC2CC(=O)N(CCc3ccc4c(c3)OCO4)C2=O)c1 (stereo unspecified)	0	-1.1	0	-7	-4	-1	-5	1	.	0
CN(C)c1ccc(C(=S)N2CCN(C(=S)Nc3ccc(Cl)cc3)CC2)cc1	95*	-0.1	-95	-2	3	0	-14	7	-11	-5
CC(=O)c1cc2c(cc1NC(=O)CN1CCC(Cc3ccccc3)CC1)OCO2	4	-0.3	-4	.	0	-5	.	11	-15	-2
COC(=O)CCCCCCCCC(=O)Nc1nc2ccccc2s1	17	-0.3	-17	0	-8	-3	-1	2	7	7
Cc1ccc2[nH]c3c(=O)n(CCN4CCOCC4)cnc3c2c1	2	-1.7	-2	-2	1	2	23	-13	-22	0
CN(C)CCNC(=O)CNC(=S)N(Cc1ccccc1)Cc1cccnc1	-2	-0.7	2	-2	-1	0	3	-5	4	-5
CCN(c1ccccc1)c1nc(=O)c2cccnc2s1	.	-1.3	.	.	-7	-3	-2	-4	6	0
CCN(CC)C(=O)CSc1nc(C)cc(C)n1	-15	0.0	15	0	3	-1	1	-14	3	-1
C=CC[C@@H](CC(=O)N[C@@H](CO)Cc1ccccc1)C(=O)NC[C@@H](OC(=O)[C@@H](CC=C)Cc1ccc(F)cc1)c1ccccc1	40	-0.1	-40	0	11	.	-3	-10	1	-5

Structures listed so far containing a nitro group on carbon (3):
SMILES	SR-BI HDL uptake	CAL PDZ FP-1	SR-BI DiI-HDL act	CAL PDZ FP-2	dFosB act	NSD2 inh	MITF TRPM1 HTS	PvdQ inh	PfHsp90 yeast 2	Rtt109 Vps75
CC(=O)c1c(C)nc2ccc([N+](=O)[O-])cc2c1-c1ccccc1	-8	-0.6	8	0	-12	8	.	-19	-46	3
CC(=O)C1=C(O)C(=O)N(c2ccc(S(N)(=O)=O)cc2)C1c1cccc([N+](=O)[O-])c1 (stereo unspecified)	-30	-1.3	30	3	-6	-4	-16	0	2	10
O=[N+]([O-])c1ccc(/C=N/Nc2ccnc3cc(Cl)ccc23)o1	29	0.1	-29	-4	-5	11	-60	12	-16	6

The list continues.
SMILES	SR-BI HDL uptake	CAL PDZ FP-1	SR-BI DiI-HDL act	CAL PDZ FP-2	dFosB act	NSD2 inh	MITF TRPM1 HTS	PvdQ inh	PfHsp90 yeast 2	Rtt109 Vps75
N#Cc1ccc(-c2ccccc2)nc1Sc1ccc(F)cc1	4	-3.1	-4	-1	-2	-1	.	-12	.	.
COc1ccc(OC)c(C2C(C(=O)N(C)C)=C(C)Nc3nc4ccccc4n32)c1 (stereo unspecified)	-4	-0.8	4	-2	-7	-3	-3	-10	-21	-12
CCC(=O)N/N=C(\C)CC(=O)Nc1ccc2ccccc2c1	4	-0.7	-4	-2	-1	1	.	14	.	7
COc1cccc(-c2nc(OC(C)C)c3ccccc3n2)c1	41	0.8	-41	-2	3	-7	6	-1	.	-1
COC(=O)c1ccc(CSc2ncnc3c2nnn3-c2ccc(OC)cc2)o1	7	0.1	-7	-3	-10	0	6	-5	-27	-10
Cc1cccc(NC(=O)Nc2cccc3ccccc23)c1	6	15	-6	-3	6	9	21	-15	-20	-1
COc1ccc(C(=O)/C=C/Nc2ccc(S(=O)(=O)Nc3nc(C)cc(C)n3)cc2)c(OC)c1	-7	-3.2	7	-2	-9	-1	4	-3	-10	2
Cc1cc(C)nc(SCC(=O)Nc2nc(-c3ccccc3)c(-c3ccccc3)o2)n1	-24	-3.9	24	-3	-13	0	-11	-10	-25	10
Cc1cc2c(cc(C(=O)OC(C)C(=O)NCc3ccccc3)n2C)o1 (stereo unspecified)	-30	0.2	30	.	15	0	0	5	14	-1
O=C(CSc1nnc(CNC(=O)c2ccco2)o1)Nc1nc2ccccc2s1	-8	0.3	8	5	-8	3	4	10	-11	0
Clc1ccc(CCNc2ncnc3nc[nH]c23)cc1	10	-1.8	7	.	0	.	2	-8	-15	0
CCc1ccc(C(=O)COC(=O)c2nn(C)c(=O)c3ccccc23)cc1	2	-0.9	-2	-7	-15	9	0	-1	23	-1

Compound activity as filed in PubChem BioAssay.
